Pf growth 96h: P. falciparum growth inhibition at 96 hours; P. falciparum luciferase reporter growth, 96 h; Potency, µM (top dose mostly 28.7 µM), inactives show at the highest dose activity change, negative = inhibition, actives largely listed as inhibitors; actives 6.9% (n = 320,000); also: potency is read from the fitted curve at half-maximal effect; % is scaled to controls: 0 for no effect and ±100 for the full control effect
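96 h incubation, 37 C, 5% CO2, of luciferase-reporter P. falciparum-infected RBCs (2% hematocrit, 0.05% parasitemia final) with test compounds; endpoint luminescence.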
Pf growth 48h: inhibits P. falciparum growth in the first generation, 48 h. P. falciparum luciferase growth in erythrocytes, 48 h. Potency, µM (doses to about 28.7 µM), for inactives: top-dose activity change, negative = inhibition, actives largely listed as inhibitors. actives 5.9% (n = 310,000); also: potency is read from the fitted curve at half-maximal effect; % is scaled to controls: 0 for no effect and ±100 for the full control effect
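Read-out is firefly luciferase luminescence from an integrated reporter in P. falciparum, so falling signal marks reduced parasite growth. Infected erythrocytes were at 2% hematocrit and 0.1% parasitemia (final) in Albumax-supplemented RPMI 1640.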
CHX counter: counter-screen hit for Shiga toxin inhibitors, cycloheximide; cell reporter, cycloheximide protein synthesis inhibition counterscreen; max response, %; actives 12% (n = 300,000); AID 2314; in the data active = max response mostly above about 13%, no sharp cut-off; inactive = mostly below about 14%; also: read at 38.3 µM for the half of the compounds with a filed dose; 0% is about no effect
Shiga inhibitor: inhibitors of Shiga toxin in Vero cells. AID 2315. inhibition, % at 38.7 µM. Vero cells, Shiga toxin protein synthesis inhibition reporter. actives 9.2% (n = 290,000); in the data active = inhibition mostly above about 28%, no sharp cut-off; inactive = mostly below about 43%; also: 0% is about no effect
Giardia FBPA inh: Giardia lamblia aldolase inhibition | A8B2U2 | purified Giardia FBPA | Potency, µM (highest dose often 59.6 µM), without a hit: at the top dose activity, negative = inhibition, usual class: inhibitors | actives 0.71% (n = 290,000); also: potency is read from the fitted curve at half-maximal effect; % is scaled to controls: 0 for no effect and ±100 for the full control effect; nearly all actives have a fitted effect of over 55% in size
Target sequence (A8B2U2 whole entry, looked up): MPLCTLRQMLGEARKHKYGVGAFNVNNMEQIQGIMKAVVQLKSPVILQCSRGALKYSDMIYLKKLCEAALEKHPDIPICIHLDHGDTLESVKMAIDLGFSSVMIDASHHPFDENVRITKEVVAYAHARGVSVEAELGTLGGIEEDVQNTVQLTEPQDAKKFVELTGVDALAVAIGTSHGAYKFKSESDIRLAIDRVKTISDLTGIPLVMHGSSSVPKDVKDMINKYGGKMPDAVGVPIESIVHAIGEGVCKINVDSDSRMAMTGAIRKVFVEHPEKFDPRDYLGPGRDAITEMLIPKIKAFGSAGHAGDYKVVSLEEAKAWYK
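40 nM FBPA preincubated 10 min at RT with compound (up to 57.5 uM final), then substrate plus GAPDH/TPI/NAD/arsenate coupling and diaphorase/resazurin added. Fluorescence read after 20 min at RT, 525/598 nm.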
Sm TGR block: inhibitors of Schistosoma mansoni thioredoxin glutathione reductase; purified TGR, DTNB reduction, TNB absorbance 405 nm; Potency, µM (series often up to 114 µM), inactives show top-dose activity change, negative = inhibition, actives largely listed as inhibitors; actives 3% (n = 360,000); Q962Y6; also: potency is read from the fitted curve at half-maximal effect; % is scaled to controls: 0 for no effect and ±100 for the full control effect; nearly all actives have a fitted effect of over 60% in size
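Kinetic colorimetric format: TGR-catalysed, NADPH-driven DTNB reduction monitored via TNB absorbance. Enzyme dispensed at 20 nM; compound exposure 15 min at room temperature before reaction start.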
* marks the source's active call; other numbers are inactive results; i = inactive; ? = inconclusive; · = no result given; [ ] = remark or other dose. Unless noted, calls follow the shape of the dose curve; as a rule, active = well fitted curve in the direction sought with a large enough effect; inconclusive = small, poorly fitted or top-dose-only effect, or another doubt; inactive = no such curve, though single readings can be large; an effect the other way counts as inactive or inconclusive.

SMILES | Pf growth 96h | Pf growth 48h | CHX counter | Shiga inhibitor | Giardia FBPA inh | Sm TGR block
CCCN(CCC)c1cc(Cl)nc(N)n1 | 4% | -3% | -6 | -3 | -6% | 3%
C[C@H]1O[C@H](O[C@H]2[C@H](O)[C@@H](O)[C@@H](O[C@H]3[C@H](O)[C@@H](O)C(O)O[C@@H]3CO)O[C@@H]2CO)[C@H](O)[C@@H](O)[C@@H]1N[C@H]1C=C(CO)[C@@H](O)[C@H](O)[C@H]1O (some centres not stated) | · | · | 7 | -2 | 8% | -8%
CCOC(=O)c1ccc(Oc2c(C)oc3c(CN4CCN(C)CC4)c(O)ccc3c2=O)cc1 | ? | ? | 2 | 6 | 3% | 65%[activator]
NC(=O)c1c(NC(NC(=O)c2ccco2)(C(F)(F)F)C(F)(F)F)sc2c1CCCC2 | 1% | 14% | 12 | 30 | ? | ?
O=C(c1ccco1)N1CCN(C(=S)Nc2cccc([N+](=O)[O-])c2)CC1 | 13% | 17% | -5 | -5 | 1% | 6%
Oc1ccccc1CNc1ccc(Br)cn1 | 130%[activator] | 86%[activator] | -3 | 11 | -3% | 11%
O=C1OCCN1CC(=O)N1CCc2c([nH]c3ccccc23)C1c1ccccn1 (configuration not stated) | ? | -10% | -5 | -12 | 2% | 0%
Cc1ccc(NC(=O)C2=C(C(=O)O)CCCC2)cc1Br | ? | -23% | 10 | 25 | -1% | 18%
COCCn1nnnc1C(c1cccc(C(F)(F)F)c1)N1CCN(Cc2ccccc2)CC1 (configuration not stated) | -29% | · | -2 | -18 | -15% | 0%
CCN(CC)C(=O)COC(=O)c1ccc(O)cc1 | 3% | 8% | 0 | -1 | 4% | 4%
Cn1c(=O)c(C(=O)CN2CCCc3ccccc32)c(N)n(Cc2ccccc2)c1=O | · | ? | 49* | 15 | -15% | 0%
Cc1ccc(S(=O)(=O)N(C)c2ccc(C(=O)Nc3c(C)n(C)n(-c4ccccc4)c3=O)cc2)cc1 | 2% | 10% | -6 | 16 | -1% | 45%[activator]

Part of the list above, tab-delimited.
molecule	Pf growth 96h	Pf growth 48h	CHX counter	Shiga inhibitor	Giardia FBPA inh	Sm TGR block
Cc1ccc(NC(=O)C2=C(C(=O)O)CCCC2)cc1Br	?	-23%	10	25	-1%	18%
COCCn1nnnc1C(c1cccc(C(F)(F)F)c1)N1CCN(Cc2ccccc2)CC1 (configuration not stated)	-29%	·	-2	-18	-15%	0%
CCN(CC)C(=O)COC(=O)c1ccc(O)cc1	3%	8%	0	-1	4%	4%
Cn1c(=O)c(C(=O)CN2CCCc3ccccc32)c(N)n(Cc2ccccc2)c1=O	·	?	49*	15	-15%	0%
Cc1ccc(S(=O)(=O)N(C)c2ccc(C(=O)Nc3c(C)n(C)n(-c4ccccc4)c3=O)cc2)cc1	2%	10%	-6	16	-1%	45%[activator]

Following part
SMILES | Pf growth 96h | Pf growth 48h | CHX counter | Shiga inhibitor | Giardia FBPA inh | Sm TGR block
CC1CCN(S(=O)(=O)c2ccc3ncn(CC(=O)N(C)Cc4ccccc4)c(=O)c3c2)CC1 | 15µM* | ? | 1 | 32 | 6% | 16%
O=C(O)c1ccc(N2C(=O)CC(N3C(=O)/C(=C/c4ccc(Cl)cc4)SC3=S)C2=O)cc1 (configuration not stated) | 131%[activator] | 120%[activator] | -2 | -7 | -1% | -11%
O=C(Nc1cccc(C(F)(F)F)c1)c1cccnc1N1CCN(c2ccccc2)CC1 | · | 0% | 8 | -8 | ? | -9%
CCc1cccc(NC(=O)Cn2cc3c(n2)CCCC3)c1 | 28% | 6% | 9 | -5 | 7% | -2%
O=c1cc(CN2CCc3ccccc32)c2ccc(O)cc2o1 | ? | ? | 1 | -15 | 4% | -32%
O=C(NCCOC(=O)c1ccc(Cl)c(S(=O)(=O)N2CCCCC2)c1)c1ccncc1 | -17% | ? | -5 | 20 | 0% | -3%
COc1cccc(NC(=O)CN(C)C(=O)c2ccc3c(c2)C(=O)N(CCC(C)C)C3=O)c1 | -26% | ? | · | · | · | -3%
Cc1ccnc(NC(=O)c2ccc3c(c2)OCO3)c1 | -7% | 261%[activator] | 25* | 66* | -10% | 7%
COC(=O)Cc1ccc(NC(=O)c2ccc(Br)o2)cc1 | 0% | 99%[activator] | 35* | 71* | -9% | -11%
CC1Cc2ccccc2N1C(=O)CN(C)S(=O)(=O)c1cccc2cccnc12 (configuration not stated) | -28% | · | -7 | -34 | 4% | 2%
O=C(NC1CCCCCC1)C1c2ccccc2C(=O)N1Cc1cccs1 (configuration not stated) | 29% | -35% | -1 | -11 | 3% | -16%
C=CCNC(=S)Nc1ccc(F)cc1F | 54%[activator] | 20% | 1 | -13 | -14% | -9%
C=CCN(C(C)=O)C1CC(=O)N(c2ccc(OCCC)cc2)C1=O (configuration not stated) | 14% | · | -1 | -18 | 7% | -21%
Cc1ccc(C)c(S(=O)(=O)Nc2ccc(C(=O)N3CCCCC3)cc2)c1 | 11% | 12% | -2 | -24 | · | 0%
C=CCCC(=O)NC1CCCc2c1cnn2-c1ccccc1F (configuration not stated) | ? | -7% | -4 | -6 | 8% | -2%
Cc1ccc(S(=O)(=O)NCC(=O)N2CCCCC2)cc1 | -10% | · | -1 | 10 | 0% | -23%
CCCCCOc1ccc(CSc2ncn[nH]2)cc1 | ? | 144%[activator] | 39* | 72* | 0% | 4%
COc1ccc(CCNC(=O)c2cc(-c3cc(Cl)cc(Cl)c3)oc2C)cc1 | 37%[activator] | 26% | -4 | -8 | -2% | 13%
CCc1nc(-c2ccc(C)nc2OC)no1 | -14% | 4% | 8 | -1 | 5% | -2%
CC1CC(C)CN(C(=O)c2cccc(N3C(=O)c4ccccc4C3=O)c2)C1 (configuration not stated) | ? | -17% | · | · | · | 0%
CCOC(=O)c1ccc(NC(=O)NCCc2cnc[nH]2)cc1 | ? | 3% | 2 | -1 | -17% | -28%
Cc1nc(Cl)c(C#N)cc1-c1ccccc1 | 97%[activator] | 14% | 10 | -11 | 6% | 11%
Cc1csc2nc(CSc3nc4ccccc4o3)c(Br)n12 | · | 122%[activator] | 52* | 78* | -11% | -5%
CN(C)c1nc(OCCNC(=O)Nc2ccccc2)nc(N2CCOCC2)n1 | · | 4% | 1 | -19 | -2% | -7%
Cc1ccc(N2C(=O)CN=C2Nc2nc(C)cc(C)n2)cc1 | -4% | 4% | -3 | -5 | -10% | 7%
O=C(CCC1CCCC1)N1CCC(N2CCN(c3ccccc3)CC2)CC1 | 11% | -3% | -2 | -11 | -3% | -10%
CCOc1ccc(CCNC(=O)c2nn(C)c3c2CS(=O)(=O)c2ccccc2-3)cc1 | 28% | ? | -3 | -2 | 3% | -11%
Cc1nc(-c2ccc3c(c2)OCCO3)cs1 | · | i | 44* | 169* | -3% | 2%
CN1CCN(CCCNC(=O)CCN2C(=O)COc3ccccc32)CC1 | 12% | -6% | -3 | 12 | · | -12%
COCCN1CCn2c(nc3cc(NS(C)(=O)=O)ccc32)C1 | 47%[activator] | 30%[activator] | -5 | -3 | -4% | ?
CCCc1c2ccccc2nc2ccccc12 | -54% | -28% | -5 | -8 | -7% | -8%
O=C(O)c1ccc(Nc2nc(-c3cccnc3)nc3ccccc23)cc1 | 31% | 20% | -3 | -3 | -15% | -5%
CC(C)c1nc(SCC(=O)Nc2ccc([N+](=O)[O-])cc2Br)n[nH]1 | ? | ? | -2 | -10 | 4% | -11%
Cc1ccc(-c2csc(NC(=O)Cc3ccc(F)cc3)n2)o1 | -18% | -3% | 15* | 37 | -19% | 7.1µM*
Cc1cc2c3c(c1)C1(C(=O)N3C(C)(C)CC2C)C(C#N)=C(N)OC2=C1C(=O)CC(C)(C)C2 (configuration not stated) | ? | 12µM* | -3 | -4 | -1% | -1%
CCOC(=O)c1cc2c(ccn2C)n1CC(=O)N1CCCC(C)C1 (configuration not stated) | ? | -1% | 7 | -15 | -8% | 0%
O=C(/C=C/c1ccccc1Cl)N(c1ccccn1)C1CCCCC1 | ? | ? | -4 | -8 | 1% | -2%
COc1ccc(Cn2c(=O)cc(N)n(-c3ccccc3C)c2=O)cc1 | -27% | 1% | 7 | 8 | 6% | -18%
CCOc1ccc(S(=O)(=O)Nc2nccs2)cc1 | 16% | 4% | -1 | -6 | 1% | -17%
N#C/C(=C\c1ccccc1[N+](=O)[O-])c1nc(C2CC2)cs1 | 34%[activator] | 88%[activator] | 57* | 58* | -3% | -17%
CCC(C)n1c(=N)c(C#N)cc2c(=O)n3ccccc3nc21 (configuration not stated) | -1% | 13% | 1 | 15 | 4% | 3%
Cc1cc(S(=O)(=O)N2CCC(N3CCCCC3)CC2)ccc1-n1cnnn1 | ? | 0% | -5 | 18 | -3% | 1%
N#Cc1cccc(NC(=O)Cc2ccccc2)c1 | ? | 1% | 9 | 30 | 2% | ·
COC(c1ccccc1)c1nc2ccccc2[nH]c1=O (configuration not stated) | -2% | 19% | -6 | 2 | 6% | -1%
CCS(=O)(=O)c1ccc(-c2cccc(NC(=O)c3ccco3)c2)nn1 | ? | ? | · | · | · | -11%
CCc1ccc(NC(=O)NCc2cccnc2)cc1 | ? | 64%[activator] | 27* | 10 | 14% | -20%
O=C(Cc1c2ccccc2nc2ccccc12)c1ccccc1 | ? | -16% | -5 | -14 | 1% | 10%
Cc1noc2c1C(c1ccc(N(C)C)cc1)C1=C(CC(C)(C)CC1=O)N2 (configuration not stated) | · | ? | -3 | -6 | ? | ?
CCOC(=O)c1cnc(-n2nc(C)cc2C)nc1NNc1nc(C)cc(C)n1 | 2.9µM* | 0.59µM* | 1 | -8 | -18% | -1%
COc1cccc(N=C(N)N=C(N)N)c1 | ? | 0% | -4 | -5 | 9% | -2%
CCOC(=O)c1cccc(-c2ccc(C=O)o2)c1 | ? | 8% | 47* | 116* | -5% | 50µM*
Cc1cccc2cc(-c3nc4c(C)cccn4c3NCc3ccco3)c(=O)[nH]c12 | 127% | · | -3 | -11 | -7% | -22%
S=c1[nH]nc(-c2cc3ccccc3o2)n1Cc1ccccc1 | -11% | -3% | -2 | -7 | 23% | -11%
O=c1cc(CO)oc(C(Nc2cccc([N+](=O)[O-])c2)c2ccccn2)c1O (configuration not stated) | 8% | 24% | -2 | -11 | ? | 50µM*
O=C(Nc1nc(=O)c2ccccc2s1)c1ccccc1 | -1%[5.75 µM] | 16% | 46* | 95* | ? | 16%
Cc1ccc(S(=O)(=O)/N=S(/c2ccccc2)C(C)C)cc1 (configuration not stated) | -4% | 2% | -1 | 25 | -26% | 5%
CCCCCN1CC(O)=C(c2ccccc2)C1=N | -6% | · | -8 | -6 | 6% | ?
O=C(NCc1ccccc1Cl)c1ccc(S(=O)(=O)NCc2ccco2)cc1 | 60%[activator] | 50%[activator] | · | · | · | -6%
O=C(COc1ccc2ccc(=O)oc2c1)Nc1ccc(N2CCOCC2)cc1 | 48%[activator] | 32% | 1 | -5 | 6% | -5%
COc1ccc(C=C(C(C)=O)C(C)=O)cc1OC | -18% | -13% | -1 | 8 | 4% | ?
COc1ccccc1C(=O)Nc1nnc(S(=O)(=O)N2CCC(C)CC2)s1 | ? | 28% | -2 | 5 | -11% | -16%
CC(=O)c1sc2c(c1OC(=O)c1ccc(Cl)cc1Cl)c(=O)n(-c1ccccc1)c(=S)n2-c1ccccc1 | ? | ? | 11 | -6 | 7% | 2%

Part of the list above in order of length of the SMILES, largest number first.
SMILES | Pf growth 96h | Pf growth 48h | CHX counter | Shiga inhibitor | Giardia FBPA inh | Sm TGR block
CC1Cc2ccccc2N1C(=O)CN(C)S(=O)(=O)c1cccc2cccnc12 (configuration not stated) | -28% | · | -7 | -34 | 4% | 2%
Cc1ccc(NC(=O)C2=C(C(=O)O)CCCC2)cc1Br | ? | -23% | 10 | 25 | -1% | 18%
O=C(Nc1nc(=O)c2ccccc2s1)c1ccccc1 | -1%[5.75 µM] | 16% | 46* | 95* | ? | 16%

Compound activity deposited in PubChem BioAssay by National Center for Advancing Translational Sciences (NCATS).
